mcGAS RapidFire – inhibitors of Mus musculus cyclic GMP-AMP synthase, initial high-throughput assay, cell-free, RapidFire MS. inhibition, % at 12.5 µM. recombinant mouse cGAS, cGAMP by RapidFire MS. Q8C6L5. 130,000 tested, 0.18% active;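 active = inhibition of cGAS enzyme activity at or above 60%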;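 note: enzyme stimulated by 45 bp dsDNA with ATP and GTP substrates; cGAMP share of summed cGAMP plus half ATP and half GTP signals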
Target sequence (Q8C6L5 whole entry, looked up): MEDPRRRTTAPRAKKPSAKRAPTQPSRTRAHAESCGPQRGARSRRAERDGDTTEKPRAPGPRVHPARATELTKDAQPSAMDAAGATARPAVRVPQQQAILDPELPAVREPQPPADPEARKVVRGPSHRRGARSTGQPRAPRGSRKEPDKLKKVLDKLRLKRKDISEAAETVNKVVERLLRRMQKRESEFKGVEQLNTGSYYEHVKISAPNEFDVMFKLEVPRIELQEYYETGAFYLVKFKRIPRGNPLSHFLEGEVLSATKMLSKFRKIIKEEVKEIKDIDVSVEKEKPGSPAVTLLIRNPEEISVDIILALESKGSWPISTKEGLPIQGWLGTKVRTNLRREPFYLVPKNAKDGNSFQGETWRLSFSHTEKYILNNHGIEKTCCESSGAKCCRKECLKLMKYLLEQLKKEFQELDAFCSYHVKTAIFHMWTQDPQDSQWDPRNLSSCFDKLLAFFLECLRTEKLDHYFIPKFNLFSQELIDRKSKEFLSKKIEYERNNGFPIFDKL
* = called active by the depositor. The list is partial. The share of hits here may be higher or lower than overall.

mcGAS RapidFire	Molecule
-6	O=C(CC1CSc2nccc(=O)n21)N1CCC(Cc2ccccc2)CC1 (configuration not stated)
4	COC(Cn1ccnc1-c1ccc2c(c1)OCCO2)c1cccs1 (configuration not stated)
-4	COC(F)(C(=O)Oc1ccc2c(c1)oc1ccccc12)C(F)(F)F (configuration not stated)
-8	O=C(CC1NC(=O)c2ccccc21)NCCN1CCc2ccccc2C1 (configuration not stated)
-9	COc1ccc(OCCNC(=O)C2(C)CCN2Cc2ccccc2Cl)cc1 (configuration not stated)
5	Cc1[nH]c2c(C(=O)Nc3ccc(F)c(N4CCCC4=O)c3)cccc2c1C
-7	O=c1c2sccc2nc(SCc2cc(=O)n3cc(Cl)ccc3n2)n1CCCN1CCCCC1
-14	CCOC(=O)c1cc(C(O)(C(F)(F)F)C(F)(F)F)c(N)o1
-2	O=C(c1cc(F)c(F)c(F)c1F)N1CCOC(COCc2ccc(F)cc2Cl)C1 (configuration not stated)
2	CCOC(=O)C(C)c1c(C)n[nH]c1C (configuration not stated)
-3	COc1cc(NCC(=O)N2CCCC(C)C2)cc(OC)c1 (configuration not stated)
-9	CNC(=O)c1nnc2n1CCN(C(=O)c1ccccc1Cl)C2
4	Cc1cnn(CC2CCN(C(=O)c3ccccc3C3CCNC3)CC2)c1 (configuration not stated)
-13	CS(=O)c1ccc(NS(=O)(=O)/C=C/c2ccccc2)cc1F (configuration not stated)
2	CC1CCCCN1C(C)CNC(=O)NCC1CCN(c2ccc(F)cc2)C1 (configuration not stated)
-1	CCC[n+]1ccn2c(C)ccc2c1C
-3	O=C(CC1CCCCC1)Nc1ccc(F)c(N2CCCC2=O)c1
-13	CCOC(=O)C=Nc1c(N)n(C)c(=O)n(C)c1=O
3	CC(NC(=O)c1cccs1)C(=O)NCc1ccccc1OC(F)F (configuration not stated)
-4	Cc1ccc(-c2nc(NC(=O)c3ccn(C)c(=O)c3)sc2C)s1
-5	CC(C)CCN(CC(=O)Nc1cc(C(C)(C)C)no1)C1CC1
2	CC1CCN(Cc2ccc(CNC(=O)Cc3cn4ccccc4n3)cc2)CC1
-1	COc1ccc(-c2noc(CSc3nnc(C4CC4)n3C3CC3)n2)cc1OC
-9	CC(C)(O)C#Cc1cccc(C(=O)NCc2ccc3c(c2)OCCCO3)c1
-8	CCc1ccccc1-c1ncccc1NC(=O)C1CC1
-10	O=C(NCc1cccc(Cl)c1)C1CCCN1C(=O)c1cccs1 (configuration not stated)
-3	NC(=O)c1c(NC(=O)CN2CCN(C(=O)C3CCCO3)CC2)sc2c1CCC2 (configuration not stated)
-2	O=C(O)C1(Cc2ccccc2C(F)(F)F)CCN(c2cnccn2)CC1
0	CCOC(=O)c1c(NC(=O)c2ccc([N+](=O)[O-])cc2)sc(C(=O)Nc2ccccc2C)c1C
5	O=C(O)c1ccc(NCc2ccccc2)c(NC(=O)C2C3C=CC(C3)C2C(=O)O)c1 (configuration not stated)
10	C[n+]1cccc(/C=N\Nc2nc(Cl)c(C#N)c(Cl)c2Cl)c1
-9	Cc1c(Br)c(C(F)(F)F)nn1CC(=O)Nc1sc2c(c1C(=O)OC(C)C)CCCC2
-6	CS(=O)(=O)N1CCN(C(=O)c2csc(-c3cc4ccccc4[nH]3)n2)CC1
-2	CCCCN(C)C(=O)c1sc(=O)n(Cc2ccc(Cl)c(Cl)c2)c1C
-2	CN(C)c1ncc(CNS(=O)(=O)c2cc(F)cc(F)c2)n1C
-20	Cc1nn(C)cc1-c1ccnc(NCc2nc3c(s2)CCCC3)n1
-8	CCCc1nc(C)cc(N2CCC(Cc3ccccc3)(C(=O)O)CC2)n1
-56	Cc1cc(CC(C)NC(=O)c2cn(-c3ccccc3)nn2)n[nH]1 (configuration not stated)
-7	CN(C)c1ccc(C(F)(F)F)cc1NC(=O)c1ccc2c(c1)COC2
-3	Nc1ccc(NS(=O)(=O)c2ccc(F)c(F)c2)cc1
-6	CCN(Cc1nc2cc(Cl)ccc2c(=O)[nH]1)C(=O)CCc1ccc(C)c(Cl)c1
0	CCOc1c(Cl)cc(C=CC(=O)N2CCc3ccccc3C2)cc1OC
-23	Cc1cc(C(=O)NCc2cc(F)cc(F)c2)c(C)o1
-5	CCCN1CCC(C)(C(=O)Nc2ccc3nc(C)oc3c2)C1 (configuration not stated)
-3	CC(=O)c1cccc(OCC(=O)NS(=O)(=O)c2ccc(C)s2)c1
-17	COc1cc(CNCc2cc(C(N)=O)no2)cc(OC)c1
-10	Cc1cccnc1NCCNC1CSCCSC1
-16	Cc1ccncc1C(=O)N(C)Cc1ccccc1OCC(C)C
1	CC(NC(=O)COc1ccc(F)cc1F)c1ccncc1 (configuration not stated)
-12	CC(C)Cn1cncc1CNC(=O)c1cccc(CC2CCNCC2)c1

(more compounds)
mcGAS RapidFire	Molecule
-1	O=C(CCn1cncn1)N1CCCC(CNC(=O)C2(c3ccc(Cl)cc3)CC2)C1 (configuration not stated)
-2	CNC(=O)CNC(=O)CCC1(Cc2ccccc2)C(=O)N(C)c2ccccc21 (configuration not stated)
-11	CC(=O)NCc1c(-c2ccc(C)cc2)nc2n1CCS2
-22	CCc1csc(CNC2CCN(CC(C)C)CC2)n1
-14	O=C(NCc1ccc(N2CCSCC2)cc1)c1ccon1
-5	COc1cc(C2=NC(=Cc3ccc(F)c(F)c3)C(=O)O2)cc(OC)c1OC
-2	COC(=O)c1c(NC(=O)CSc2ccccn2)sc2c1CCCC2
3	NC(=O)c1ccc(OCC(=O)C23CC4CC(CC(C4)C2)C3)cc1
-7	O=C(NCCCn1ccnc1)c1cc2c(=O)n3ccccc3nc2s1
-11	Cc1cc(O)c(C(c2ccncc2)N2CCCCC2)c(=O)n1Cc1ccco1 (configuration not stated)
0	CCN(CC)CCNc1ncnc2c1sc1nc(CC(C)C)c3c(c12)CC(C)(C)OC3
-11	Cc1c(C(=O)NCc2cccs2)sc(=O)n1Cc1ccc(C(F)(F)F)o1
-7	CS(=O)(=O)N1CCC(C(=O)OCc2cc(-c3ccc4c(c3)OCCO4)on2)CC1
48	Fc1ccc(-c2nnc3n2CCCCC3)cc1
-11	Cc1cc(C(=O)N(C)Cc2ccncc2C)n[nH]1
-15	CCn1c(O)c(C2=c3cc([N+](=O)[O-])ccc3=NC2=O)sc1=S
-6	COc1ccc(S(=O)(=O)N(C)C2CCCC2)cc1NC(C)=O
2	CCCC1=NS(=O)(=O)c2cc(NC(=O)c3ccccc3C)ccc2N1CC(C)C
-4	O=C(NCC(F)(F)F)c1ccccc1NCc1cccc(F)c1
-14	COc1ccc(-c2cn(Cc3nc(C)c4c(n3)CCCC4)nn2)cc1OC
-2	CC1=Nc2ccccc2C1=Cc1c(N)n2nc(C(C)C)sc2nc1=O
-3	CCOCCCNC(=S)NNC(=O)c1c(Cl)c(C)nn1C
-5	O=C(c1ccco1)N1CCCN(Cc2nc(C(c3ccccc3)c3ccccc3)no2)CC1
-6	Cc1cnc(C)c(-c2cc(O)c3c(c2)CN(Cc2snnc2C)CCO3)n1
-1	CC(C)OP(=O)(OC(C)C)C(NCc1ccccc1)c1ccccc1 (configuration not stated)
-9	Cc1cc(C2=NNC(=CSc3nnnn3Cc3cccs3)O2)c(C)o1
-3	COc1c(C)ccc(NS(=O)(=O)c2ccccc2F)c1C
-7	COc1ccc(-c2nc(=S)n(CN3C4CCC3CC(O)C4)[nH]2)cc1 (configuration not stated)
-5	O=C(NCC(O)C1CC1)C1CCC(c2ccccc2)CC1 (configuration not stated)
-3	COc1cc(Br)c(C=C(C#N)S(C)(=O)=O)cc1OC
-4	Nc1cc(C(=O)N=Nc2c(O)[nH]c3ccc(F)cc23)n[nH]c1=O
-5	NCCC[C@H](N)CC(=O)NC1CNC(=O)[C@H]([C@H]2C[C@H](O)N=C(N)N2)NC(=O)C(C=NC(N)=O)NC(=O)[C@H](CO)NC(=O)[C@H](CO)NC1=O (some centres not stated)
-21	Cc1nc(Cc2ccc(F)cc2)sc1C(=O)NC(C)C
-10	CN(C)Cc1ccc(NC(=O)c2ccc(N(C)C)cc2)cc1
-3	O=C(Nc1ccccc1F)C1CSCN1C(=O)COc1ccc(F)cc1F (configuration not stated)
2	CC(C)OC(=O)c1nc(N)n[nH]1
2	Cc1c(C)n2c3c(=O)n(C)c(=O)n(C)c3nc2n1-c1ccccc1N
2	O=C(O)c1ccc(-c2cccs2)cc1F
0	O=C(NCc1ccccc1CN1CCCC1)C1=Cc2cc(Cl)ccc2OC1
-2	CN(CC1COc2ccccc2O1)C(=O)c1ccc(S(=O)(=O)NC2CC2)o1 (configuration not stated)
-8	CCOC(=O)c1c(NC(=O)c2cc(C)on2)sc2ccccc12
-2	CCN(CC)C(=O)CCCC(=O)Nc1nc(-c2ccc(O)cc2)cs1
-2	Cc1cc(C)nc(NCC(c2ccc(F)cc2)N2CCOCC2)n1 (configuration not stated)
-2	O=C(O)CCc1nnc(SCc2ccc(Br)cc2)[nH]c1=O
-1	Cc1nc(C(=O)N2CCCC(Nc3ccc(C)c(C)c3)C2)cs1 (configuration not stated)
0	Cc1ccc(-n2ncc3c(C(C)C)n[nH]c(=O)c32)cc1C
-8	c1ccc(CCN=C2SCCN2Cc2ccccc2)cc1
-7	CN(CCCc1cnn(C)c1)C(=O)C1(C)CCCCO1 (configuration not stated)
-10	CC1(C(=O)NS(=O)(=O)c2ccc3c(c2)CCO3)CCN1C(=O)C1(c2ccccc2)CC1 (configuration not stated)
0	CCn1cnc2c(-c3ccccc3)cn(CC(=O)N(C)c3ccccc3)c2c1=O

The listing continues:
mcGAS RapidFire	Molecule
-8	COCCn1c(C)cc(O)c(C(c2cccnc2)N2CCN(c3ccc(F)cc3)CC2)c1=O (configuration not stated)
-3	CC1CCCN(C(=O)Cn2c(-c3ncccn3)noc2=O)C1 (configuration not stated)
-2	O=C1CCC([N+](=O)[O-])C(c2ccc(C(F)(F)F)cc2)N1 (configuration not stated)
-4	OC(COc1cccc(CN2CCc3ccccc3C2)c1)CN1CCCCCC1 (configuration not stated)
-10	CC(CC(=O)Nc1ccc(N2CCCCC2)cc1)c1ccncc1 (configuration not stated)
-3	CC(C)(C)c1ccc(CCNC(=O)CS(=O)(=O)c2ncc[nH]2)cc1
-4	CCOC(=O)C(NC(=O)CC)(N1CCc2ccccc2C1)C(F)(F)F (configuration not stated)
1	CC1=CC[C@@H]2CN(C(=O)CCn3cnc4ccccc43)C[C@@H]2C1
-6	COc1ncccc1-c1ccnc(N)c1
-3	CCOCCn1c(=NC(=O)c2cccc(S(C)(=O)=O)c2)sc2c(OC)ccc(OC)c21
-4	Nc1nc(C(=O)Nc2ccccc2)cs1
16	CC(=O)Cn1c(CCl)nc2sc(C)c(C)c2c1=O
-6	CCNC(=O)C1(C)CCN(Cc2ccccc2-c2ccccc2)C1 (configuration not stated)
-11	CC1(C(=O)Nc2cccc3ccccc23)CCN1C(=O)CC1CCCC1 (configuration not stated)
7	O=C(Cn1nnn(-c2ccccc2)c1=O)Nc1ccc2c(c1)OCCO2
-14	COc1cccc(C2c3nc[nH]c3CCN2Cc2ccnc3ccccc23)c1 (configuration not stated)
-6	Cc1nn(-c2ccccc2)c2c1C(=O)C(Br)C(C)(C)C2 (configuration not stated)
-12	CCOC(=O)C1(CC2CC2)CCN(C/C=C/c2ccccc2OC)CC1
-4	C=C1c2ccccc2C(=O)N1CC(=O)N1CCCC1c1ccc(Cl)cc1 (configuration not stated)
-16	Cc1cnccc1N1CCCN(Cc2cc(C#CCO)cs2)CC1
-39	CC(c1ccc(-c2cc(C(=O)NC3CC3)ccn2)cc1)N1CCOCC1 (configuration not stated)
-6	COCCS(=O)(=O)N(C)CC(=O)Nc1c(C)cccc1C
0	O=C(Nc1cccc(-c2cc3ccccc3[nH]2)c1)C1CCN(C(=O)C2CC=CCC2)CC1 (configuration not stated)
2	Oc1oc(-c2cccc3ccccc23)nc1C=Nc1cccnc1
17	Cc1cc(-c2csc(N=CC(C#N)C#N)n2)c(C)n1CCC(C)C

Some of the entries above in a different format.
smiles	mcGAS RapidFire
CCOC(=O)C1(CC2CC2)CCN(C/C=C/c2ccccc2OC)CC1	-12
CCOCCn1c(=NC(=O)c2cccc(S(C)(=O)=O)c2)sc2c(OC)ccc(OC)c21	-3
COCCn1c(C)cc(O)c(C(c2cccnc2)N2CCN(c3ccc(F)cc3)CC2)c1=O (configuration not stated)	-8
Cc1cc(-c2csc(N=CC(C#N)C#N)n2)c(C)n1CCC(C)C	17
Cc1nn(-c2ccccc2)c2c1C(=O)C(Br)C(C)(C)C2 (configuration not stated)	-6
COc1cccc(C2c3nc[nH]c3CCN2Cc2ccnc3ccccc23)c1 (configuration not stated)	-14
O=C(Cn1nnn(-c2ccccc2)c1=O)Nc1ccc2c(c1)OCCO2	7

Ordered by the number under mcGAS RapidFire (ascending): 7 from the list above
mcGAS RapidFire	Molecule
-56	Cc1cc(CC(C)NC(=O)c2cn(-c3ccccc3)nn2)n[nH]1 (configuration not stated)
-10	CN(C)Cc1ccc(NC(=O)c2ccc(N(C)C)cc2)cc1
-8	COCCn1c(C)cc(O)c(C(c2cccnc2)N2CCN(c3ccc(F)cc3)CC2)c1=O (configuration not stated)
-7	COc1ccc(-c2nc(=S)n(CN3C4CCC3CC(O)C4)[nH]2)cc1 (configuration not stated)
-3	CC1CCCN(C(=O)Cn2c(-c3ncccn3)noc2=O)C1 (configuration not stated)
1	CC1=CC[C@@H]2CN(C(=O)CCn3cnc4ccccc43)C[C@@H]2C1
48	Fc1ccc(-c2nnc3n2CCCCC3)cc1

Going on with the list.
mcGAS RapidFire	Molecule
3	CN(Cc1cn[nH]c1-c1ccc2c(c1)OCO2)C1CCCc2ccccc21 (configuration not stated)
-11	O=C(NNc1ccc(Cl)cc1)c1nc2ccc(Cl)cc2c(=O)n1CCO
-5	CCN1CCCC1CNC(=O)CCC1CCN(Cc2cc3ccccc3s2)CC1 (configuration not stated)
-6	Cc1ccc(/C=C/C(=O)N2CCC3(CC2)Nc2ccccc2C(=O)N3Cc2ccccc2)cc1
-9	c1ccc(-c2nc3c(c(NCC4CNCCOC4)n2)CCC3)cc1 (configuration not stated)
-4	Clc1ccc(Oc2nc3ccccc3n3cnnc23)cc1
-3	CCOCCn1c(=O)c2c(nc3n(-c4ccccc4F)c(C)cn23)n(C)c1=O
-8	COc1ccc(C)cc1-n1ccc(C(=O)N2CC(C(N)=O)CCC2C)n1 (configuration not stated)

Screens (PubChem BioAssay)
